LYPLA1 inh: blocks human lysophospholipase 1, a PME1 counter-screen. O75608. recombinant LYPLA1, FP-Rh probe fluorescence polarization. inhibition, % at 5.9 µM. 320,000 compounds, 0.16% hits. AID 2174;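 active = inhibition above the mean of all tested compounds plus 3 SD, set per campaign, cut at about 14% in these data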;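 note: inhibitors block serine hydrolase probe labeling of LYPLA1 so polarization falls; 0% = enzyme with DMSO and 100% = wells lacking LYPLA1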
pPAFAH FP inh: pPAFAH (human) enzyme inhibition; Q13093; recombinant pPAFAH, FP-rhodamine probe fluorescence polarization; inhibition, % at 3.39 µM; 330,000 compounds, 1.5% hits;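 active = inhibition above the mean inhibition across the screen plus 3 SD, cut at about 25% in these data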;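 note: inhibitors block binding of the rhodamine activity-based probe so polarization drops; 0% = enzyme with DMSO and 100% = wells lacking pPAFAH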
PME-1 primary: PME-1 (human) inhibition. Q9Y570. recombinant PME-1, FP-Rh probe fluorescence polarization. inhibition, % at 5.9 µM. 320,000 compounds, 0.53% hits. AID 2130;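 active = inhibition above the campaign mean of all compounds plus 3 SD, cut at about 26% in these data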;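 note: competitive labeling of PME-1 active site by serine hydrolase directed probe; 0% = PME-1 with DMSO and 100% = wells lacking PME-1 enzyme; inhibitors block probe labeling so polarization falls and inhibition rises; many of its hits are not listed in these tables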
LYPLA2 inh: counter-screen for PME1 inhibitors: inhibitors of human LYPLA2. O95372. recombinant LYPLA2, FP-Rh probe fluorescence polarization. inhibition, % at 5.9 µM. 320,000 compounds, 0.38% hits;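 active = inhibition above the screen-wide mean plus 3 SD, limit set per campaign, cut at about 26% in these data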;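 note: 0% = LYPLA2 with DMSO and 100% = wells lacking LYPLA2 enzyme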
GSTO1 inh: blocks human GSTO1 in RBBP9 counter-screen | inhibition, % at 5.96 µM | recombinant GSTO1, activity-based probe fluorescence polarization | AID 1974 | 300,000 compounds, 1.1% hits;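 active = inhibition above the campaign mean inhibition plus 3 SD, cut at about 35% in these data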;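 note: 0% = GSTO1-1 with DMSO and 100% = wells lacking GSTO1-1 enzyme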
PAFAH1B2 FP inh: PAFAH1B2 (human) inhibition. 340,000 compounds, 1.2% hits. recombinant PAFAH1B2, FP-rhodamine activity probe, fluorescence polarization. AID 492953. inhibition, % at 3.39 µM;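 active = inhibition above the mean of all tested compounds plus 3 SD, cut at about 24% in these data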;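 note: 0% = enzyme with DMSO and 100% = wells lacking PAFAH1B2; many of its hits are not listed in these tables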
Target sequence (P68402 whole entry, looked up): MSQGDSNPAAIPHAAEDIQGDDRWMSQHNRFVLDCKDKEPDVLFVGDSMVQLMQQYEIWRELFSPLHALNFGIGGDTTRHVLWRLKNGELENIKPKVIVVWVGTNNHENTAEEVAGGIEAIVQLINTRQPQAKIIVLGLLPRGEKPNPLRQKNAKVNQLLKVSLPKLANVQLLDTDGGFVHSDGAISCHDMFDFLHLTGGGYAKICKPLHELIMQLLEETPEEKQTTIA
PAFAH1B3 FP inh: inhibitors of human PAFAH1B3; recombinant PAFAH1B3, FP-rhodamine probe, fluorescence polarization; inhibition, % at 3.39 µM; 340,000 compounds, 0.28% hits; AID 492972;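 active = inhibition above the screen-wide average of all tested compounds plus 3 SD, cut at about 25% in these data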;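 note: 0% = enzyme with DMSO only and 100% = wells lacking PAFAH1B3 protein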
PAFAH2 inh: inhibitors of human PAFAH2; 340,000 compounds, 0.99% hits; Q99487; inhibition, % at 3.39 µM; recombinant PAFAH2, FP-rhodamine activity probe, fluorescence polarization;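 active = inhibition above the mean over all tested compounds plus 3 SD, cut at about 30% in these data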;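 note: inhibitors block probe labeling of enzyme so polarization drops; 0% = enzyme with DMSO and 100% = wells lacking PAFAH2 protein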
PAD4 inh: PAD4 (human) enzyme inhibition; recombinant PAD4, RCA probe fluorescence polarization; inhibition, % at 6.36 µM; 330,000 compounds, 0.41% hits;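 active = percent inhibition above a cutoff equal to the mean of all tested compounds plus 3 SD, cut at about 15% in these data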;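 note: 0% = PAD4 with RCA probe and DMSO and 100% = probe without PAD4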
Target sequence (Q9UM07 whole entry, looked up): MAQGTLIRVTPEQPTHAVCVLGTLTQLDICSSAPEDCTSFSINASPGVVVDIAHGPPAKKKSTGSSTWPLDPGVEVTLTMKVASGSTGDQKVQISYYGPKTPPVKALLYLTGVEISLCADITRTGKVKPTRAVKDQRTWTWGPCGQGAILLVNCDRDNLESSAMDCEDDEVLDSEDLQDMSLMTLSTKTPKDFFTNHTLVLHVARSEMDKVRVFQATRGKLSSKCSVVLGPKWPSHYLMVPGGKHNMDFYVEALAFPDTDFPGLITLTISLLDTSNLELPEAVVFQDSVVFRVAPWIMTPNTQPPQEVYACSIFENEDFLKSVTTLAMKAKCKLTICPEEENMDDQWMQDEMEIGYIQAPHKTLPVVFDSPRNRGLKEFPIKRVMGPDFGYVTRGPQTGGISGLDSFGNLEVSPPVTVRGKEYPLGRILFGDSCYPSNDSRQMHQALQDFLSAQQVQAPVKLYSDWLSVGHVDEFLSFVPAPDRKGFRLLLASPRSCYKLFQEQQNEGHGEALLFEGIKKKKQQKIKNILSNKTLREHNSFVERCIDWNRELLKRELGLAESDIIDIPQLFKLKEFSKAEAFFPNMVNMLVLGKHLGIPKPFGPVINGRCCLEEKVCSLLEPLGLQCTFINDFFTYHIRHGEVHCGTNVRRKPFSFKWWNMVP
* hit, by the source's call; . = no result given. An excerpt; rates above refer to the full screens.

SMILES | LYPLA1 inh | pPAFAH FP inh | PME-1 primary | LYPLA2 inh | GSTO1 inh | PAFAH1B2 FP inh | PAFAH1B3 FP inh | PAFAH2 inh | PAD4 inh
CCN(CC)S(=O)(=O)c1ccc2[nH]c(=O)cc(C(=O)NCc3ccccc3)c2c1 | 3 | 3 | 1 | -3 | 11 | 0 | 7 | -4 | 3
COc1ccc2[nH]cc(/C=C/c3cc[n+](C)cc3)c2c1 | 3 | 8 | -2 | 2 | 8 | -3 | 7 | -2 | -6
CNC(=O)C(=O)N/N=C/c1ccccn1 | 1 | 2 | 5 | -5 | 1 | 5 | 3 | 5 | 3
CC1CCCCC1NC(=O)CSc1nnc(COc2ccc(Cl)cc2)o1 (stereo not given) | 1 | -1 | -3 | 4 | 1 | 29* | 10 | -13 | 0
Cc1cc(C)nc(Nc2ccc(Br)cc2C(=O)O)n1 | -6 | 4 | 3 | 6 | -2 | 3 | 7 | -1 | -1
CCOc1ccc(NC(=O)NC2(C(=O)NCc3ccco3)CCCCC2)cc1 | -3 | -1 | 0 | -6 | 0 | 0 | 9 | 4 | 0
O=C(Nc1ccc(-c2csc(Nc3cccc(C(F)(F)F)c3)n2)cc1)c1cc([N+](=O)[O-])cc(C(F)(F)F)c1 | -5 | -1 | 1 | -7 | -9 | 24 | 27* | 48* | -3
COc1ccc(-c2c(C#N)c(N)nc3c2c(=O)n(C)c(=O)n3C)cc1Cl | -2 | -1 | -7 | 2 | 22 | 5 | 1 | 4 | 1
COc1ccc(NC(=O)COC(=O)Cc2c[nH]c3ccccc23)cc1Cl | . | 13 | . | . | . | 4 | 10 | 9 | -4
CN1CCN(S(=O)(=O)c2ccc3c(c2)oc(=O)n3C)CC1 | -4 | 1 | -2 | 0 | 4 | 3 | 8 | 0 | -1
CCN(CC(=O)Nc1ccccc1C(F)(F)F)C(=O)CSCc1ccc(C)cc1 | 0 | -1 | -2 | 4 | -2 | 14 | 4 | 11 | 1
Cc1nn(Cc2ccccc2)c2sc(C(=O)NCc3cccnc3)cc12 | -3 | 0 | 7 | 5 | -6 | 4 | 10 | -2 | -4
CCOC(=O)N1CCN(C(=O)CSc2ccc(-c3cccnc3)nn2)CC1 | 0 | 1 | -2 | -4 | -4 | . | . | . | 3
C/C(=N\NS(=O)(=O)c1ccccc1)c1ccc2c(c1)OCO2 | 4 | 1 | 0 | -6 | 8 | -1 | 2 | 5 | 1
Cc1nc2ccc(NS(=O)(=O)c3c(F)cc(F)cc3Br)cc2s1 | -4 | 6 | -3 | -5 | . | 2 | 3 | 6 | 0
CCNC(=S)NNC(=O)c1ccoc1C | -5 | 0 | -5 | 1 | -2 | 3 | 1 | -9 | 1
CCOC(=O)N1CCN(C(=O)C2COc3ccccc3O2)CC1 (stereo not given) | -1 | 3 | 3 | 3 | 7 | 4 | 5 | 0 | -2
CC(C)CNC(=O)C(=O)NCC1OCCCN1S(=O)(=O)c1ccc2c(c1)OCCO2 (stereo not given) | 4 | 3 | -4 | 16 | 0 | 4 | 9 | 2 | 1
Brc1cccc(-c2nnc3sc(CNCc4ccco4)cn23)c1 | -1 | 5 | 0 | 0 | 1 | -2 | 1 | 4 | -3
O=S(=O)(c1ccccc1Cl)N1CCCC(c2nc(-c3cccnc3)no2)C1 (stereo not given) | 3 | 1 | 3 | 6 | -9 | -1 | 1 | 5 | -6
CCOc1ccccc1NC(=S)N1CCN(c2ccc(O)cc2)CC1 | 6 | 9 | 2 | 1 | 22 | 2 | -3 | -2 | 1
Cc1ccc(CC(=O)Nc2ccc(F)c([N+](=O)[O-])c2)cc1C | 2 | 7 | 7 | 0 | 7 | 3 | 0 | 4 | -1
COc1ccc(S(=O)(=O)Nc2cccc(S(=O)(=O)N3CCCCCC3)c2)cc1 | -1 | 4 | 8 | 0 | 11 | 19 | 5 | 1 | 1
Cc1cccc(C)c1NC(=O)N1CCN(C2CCCCC2)CC1 | 4 | 0 | 2 | -2 | -6 | 8 | 2 | -5 | -3
Cc1nc2ccc(-c3ccccc3)cc2o1 | -1 | 2 | -2 | 3 | -3 | 4 | 8 | 2 | -1
C/C(N)=C(/C#N)C(=O)CSc1nc2cc(Cl)ccc2s1 | -6 | 0 | -5 | 0 | 4 | -2 | 5 | 6 | -2
CC(=O)Nc1oc(-c2cccc3ccccc23)nc1C#N | -2 | 4 | 0 | -5 | . | 1 | 9 | 8 | -5
Nc1c(/C=C2/C=CC(=O)C(O)=C2)c(=O)nc2sc(CC(=O)N3CCCCC3)nn12 | 0 | 32* | 5 | -4 | 41* | 54* | 19 | 35* | 3
O=C(c1ccc(Cl)c([N+](=O)[O-])c1)N1CCCc2ccccc21 | 0 | 3 | -4 | 5 | 11 | 11 | 8 | 3 | 1
COCCNC(=O)C(c1ccc(C)o1)N(Cc1cccs1)C(=O)c1snc(C(N)=O)c1N (stereo not given) | 0 | -3 | -1 | -4 | 4 | 0 | 8 | -4 | 2
Cc1cc(C)c(S(=O)(=O)NC2CC(C)(C)NC(C)(C)C2)cc1C | 6 | 0 | 3 | -1 | 1 | 1 | 5 | 1 | -4
Cn1c(-c2ccccc2)cnc1SCC(N)=O | -2 | 0 | 5 | -4 | 2 | -2 | 2 | -3 | 3
Cc1cc(SCC(=O)c2ccccc2)nc(SCC(=O)c2ccccc2)n1 | 1 | 6 | 0 | 5 | -3 | 0 | -3 | 11 | 2
Cc1ccc(NC(=O)c2ccc3c(c2)OCCO3)cc1C | 4 | 12 | 0 | 1 | 2 | 2 | 12 | 2 | 0
CCOc1ccc(-c2nnc(N)s2)cc1 | 3 | -1 | 3 | 3 | -2 | 5 | 7 | 3 | -2
CCn1c2ccccc2c2nnc(SCC(=O)Nc3ccc4c(c3)OCO4)nc21 | 1 | 5 | 2 | 2 | 5 | 7 | 3 | 3 | 0
C[C@H](NC(N)=O)C(=O)Nc1ccc2c(c1)OCO2 | 0 | 7 | 4 | 5 | 22 | 2 | 0 | 6 | -3
COc1ccc(-c2cn3ccccc3n2)cc1 | 1 | 2 | 7 | 4 | -4 | 3 | -2 | -4 | 3
COc1ccc(C)cc1NC(=O)CN(C)S(=O)(=O)c1ccc2c(c1)n(C)c(=O)c(=O)n2C | 4 | 7 | -2 | 2 | -3 | 2 | 7 | -8 | 8
COc1ccc(OC)c(C2C(C(=O)c3ccco3)=C(O)C(=O)N2CC2CCCO2)c1 (stereo not given) | -3 | 1 | 2 | 2 | 3 | -1 | 6 | 12 | -11
Cc1cccc2cc(CN(Cc3ccco3)C(=O)NC3CCCCC3)c(=O)[nH]c12 | -2 | 1 | -2 | -2 | -1 | -3 | 7 | 3 | -4
CCn1c(=N)c(S(=O)(=O)c2ccc(Cl)cc2)cc2c(=O)n3ccccc3nc21 | -2 | 3 | -3 | 4 | 2 | . | . | . | 0
CC(/C=N/Nc1nc(C)cc(=O)[nH]1)=C\c1ccccc1 | 4 | -2 | 3 | 9 | -6 | -6 | 12 | -6 | -1
O=C(CSc1nnnn1-c1ccccc1F)NNC(=O)c1ccco1 | 2 | -2 | -1 | 2 | -4 | 3 | 1 | 4 | 0
CCOC(=O)C1CCN(C(=O)CSc2n[nH]c(=O)[nH]c2=O)CC1 | -2 | 0 | -5 | -3 | 2 | -1 | 4 | 5 | -2
O=C(NNC(=O)c1sccc1-n1cccc1)Nc1ccc(F)cc1 | 0 | 10 | -3 | -1 | 1 | 3 | 3 | 8 | -11
COc1ccc(Nc2ncnc3c2oc2ccccc23)cc1 | -1 | 8 | 17 | -1 | -7 | 9 | 0 | 4 | -3
O=C1/C(=C/c2ccccc2)SC(=S)N1C1CCS(=O)(=O)C1 (stereo not given) | -2 | -2 | -3 | 1 | -7 | -10 | 6 | 0 | -8
Cc1ccc(S(=O)(=O)N2CCCCC2)cc1NC(=O)CSc1nnc(N)s1 | -2 | -2 | -3 | -13 | 9 | 4 | -2 | -4 | 4
COc1ccc(O[C@H]2C=C[C@@H](c3ccccc3)O[C@@H]2CO/N=C(\C)CCN2CCc3nc(-c4ccccc4)c(-c4ccccc4)cc3C2)cc1 | -1 | 2 | -4 | -2 | 0 | . | . | . | -5
FC(F)(F)c1nnc2sc(-c3cccs3)nn12 | 2 | 6 | 6 | 4 | 4 | 4 | 5 | -2 | -2
O=C(Oc1cccnc1)c1ccc(Cl)cc1 | -2 | 0 | -11 | -1 | 6 | 2 | 0 | -1 | 3
COc1ccccc1CN1CCNC(=O)C1CC(=O)NC1CCCCCC1 (stereo not given) | 0 | -1 | 3 | 2 | 2 | 0 | 3 | 1 | -4
Cc1nc2ccc(NC(=O)c3ccc(Cl)nc3)cc2s1 | -1 | 6 | -6 | 4 | -11 | 0 | 13 | -4 | 2
CCOCC(=O)Nc1nc(-c2ccccc2)c(CC)s1 | 0 | 13 | -6 | 4 | -3 | 8 | 5 | -2 | 0
C=CCNC(=O)C(C#N)c1nc2ccccc2nc1N1CCCCCC1 (stereo not given) | 2 | 16 | 8 | 6 | 6 | -3 | 4 | 6 | -5
CC(=O)c1c(C)[nH]c(C(=O)NCc2ccccc2)c1C | -18 | 1 | 2 | 1 | 7 | 2 | 4 | -4 | -2
COc1cc(/C=C2/SC(=S)N(CC3CCCO3)C2=O)ccc1O (stereo not given) | -111 | -54 | -291 | -199 | -91 | -87 | -110 | -152 | -59
Cc1ccc(S(=O)(=O)N2CCOCC2)cc1NC(=O)CSc1nc(N)cc(=O)[nH]1 | 1 | -10 | 1 | -4 | -1 | 2 | 4 | 2 | -1
CCN1C(=O)[C@H]2[C@H]3CN=C(SCc4ccccc4)N3[C@@](CC)(C(=O)OC)[C@H]2C1=O | . | 5 | . | . | . | 6 | 10 | 1 | -2

One compound at a time, from the list above. Values in the order: LYPLA1 inh, pPAFAH FP inh, PME-1 primary, LYPLA2 inh, GSTO1 inh, PAFAH1B2 FP inh, PAFAH1B3 FP inh, PAFAH2 inh, PAD4 inh
`CCOCC(=O)Nc1nc(-c2ccccc2)c(CC)s1` in the list: 0, 13, -6, 4, -3, 8, 5, -2, 0
`Cc1ccc(S(=O)(=O)N2CCOCC2)cc1NC(=O)CSc1nc(N)cc(=O)[nH]1` in the list: 1, -10, 1, -4, -1, 2, 4, 2, -1

Remaining list, next part
SMILES | LYPLA1 inh | pPAFAH FP inh | PME-1 primary | LYPLA2 inh | GSTO1 inh | PAFAH1B2 FP inh | PAFAH1B3 FP inh | PAFAH2 inh | PAD4 inh
O=C(c1ccc2ccccc2c1)N1CCN(c2ccc([N+](=O)[O-])c(N3CCOCC3)c2)CC1 | 0 | 2 | 1 | -1 | 6 | 8 | -5 | 10 | -6
CCN(CC)CCNC(=O)Cc1c(C(=O)O)n(CC)c2ccccc12 | 3 | 4 | -7 | 4 | 0 | -1 | 7 | 1 | 0
O=C(NCCNS(=O)(=O)c1cccc(C(F)(F)F)c1)c1cc(OCC(F)(F)F)ccc1OCC(F)(F)F | -1 | 4 | 2 | -1 | 2 | 0 | -3 | -3 | -6
COc1cc(-c2csc(NC3CCCCC3)n2)cc(OC)c1OC | -4 | 11 | -3 | 0 | 5 | 2 | 0 | 2 | 1
Cc1ccc(S(=O)(=O)NCC(=O)OCc2ccccc2)cc1 | -1 | 2 | 3 | 6 | -1 | 6 | 1 | -1 | -2
CCn1c(=O)c2cc(C(=O)N3CCN(C)CC3)sc2c2ccccc21 | -4 | 0 | 6 | 2 | -1 | 4 | 2 | 7 | 1
CCOc1cc2[nH]c(=S)n(Cc3ccc(C)o3)c(=O)c2cc1OCC | 0 | 9 | 1 | -4 | -1 | 2 | 3 | -3 | 0
